Assay outcomes (PubChem)
GPR151 activ = activators of human GPR151, primary screen, cell-based, PathHunter beta-arrestin, luminescence | PathHunter beta-arrestin GPR151 cells | activation, % at 11.2 µM | AID 1508602, 2020 | G-protein coupled receptor 151 (Homo sapiens), Q8TDV0 | 1% of 650,000 active; in the data active means activation above about 4.9%;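 further: 0% = median of compound wells and 100% = cells with positive control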
Target sequence (Q8TDV0 whole entry, looked up): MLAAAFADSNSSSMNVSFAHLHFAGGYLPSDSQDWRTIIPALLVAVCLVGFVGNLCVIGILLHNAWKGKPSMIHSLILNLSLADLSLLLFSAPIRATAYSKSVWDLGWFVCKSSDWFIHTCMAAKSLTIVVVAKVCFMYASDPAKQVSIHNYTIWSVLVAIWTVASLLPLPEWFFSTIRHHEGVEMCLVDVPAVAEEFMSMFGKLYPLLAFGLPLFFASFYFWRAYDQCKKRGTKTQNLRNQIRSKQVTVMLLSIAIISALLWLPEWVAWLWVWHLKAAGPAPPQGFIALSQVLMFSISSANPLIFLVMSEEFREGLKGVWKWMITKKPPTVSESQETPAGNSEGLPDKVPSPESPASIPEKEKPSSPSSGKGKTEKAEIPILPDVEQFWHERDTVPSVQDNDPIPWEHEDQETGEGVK
TEAD-YAP block = TEAD-YAP interaction inhibition, primary screen, TEAD-YAP interaction inhibitor project, luminescence, HEK-TIYL cells; AID 1259422, 2018; TEAD-Gal4/YAP UAS-luciferase luminescence; inhibition, % at 9.12 µM; 1.4% of 640,000 active; in the data active means inhibition above about 32%;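 further: 0% = median of test compound wells and 100% = reference inhibitor wells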
MITF primary = MITF inhibitors, primary screen, biochemical, AlphaScreen, human; 0.91% of 650,000 active; Microphthalmia-associated transcription factor (Homo sapiens), O75030; AlphaScreen MITF homodimerization, bead proximity signal; AID 1259374, 2018; inhibition, % at 2.6 µM; in the data active means inhibition above about 50%;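 further: 0% = vehicle wells with protein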
FBW7 act = FBW7 E3 ligase activators, primary screen, biochemical, AlphaScreen, human; F-box/WD repeat-containing protein 7 (Homo sapiens), Q969H0; AlphaScreen FBW7–phospho-cyclin E peptide binding, activator screen; normalized activity (activation), % at 26.1 µM; 0.13% of 650,000 active; AID 1259310, 2017; in the data active means normalized activity above about 1.9%;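 further: purified mutant Fbw7 with reduced substrate affinity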
Target sequence (Q969H0 whole entry, looked up): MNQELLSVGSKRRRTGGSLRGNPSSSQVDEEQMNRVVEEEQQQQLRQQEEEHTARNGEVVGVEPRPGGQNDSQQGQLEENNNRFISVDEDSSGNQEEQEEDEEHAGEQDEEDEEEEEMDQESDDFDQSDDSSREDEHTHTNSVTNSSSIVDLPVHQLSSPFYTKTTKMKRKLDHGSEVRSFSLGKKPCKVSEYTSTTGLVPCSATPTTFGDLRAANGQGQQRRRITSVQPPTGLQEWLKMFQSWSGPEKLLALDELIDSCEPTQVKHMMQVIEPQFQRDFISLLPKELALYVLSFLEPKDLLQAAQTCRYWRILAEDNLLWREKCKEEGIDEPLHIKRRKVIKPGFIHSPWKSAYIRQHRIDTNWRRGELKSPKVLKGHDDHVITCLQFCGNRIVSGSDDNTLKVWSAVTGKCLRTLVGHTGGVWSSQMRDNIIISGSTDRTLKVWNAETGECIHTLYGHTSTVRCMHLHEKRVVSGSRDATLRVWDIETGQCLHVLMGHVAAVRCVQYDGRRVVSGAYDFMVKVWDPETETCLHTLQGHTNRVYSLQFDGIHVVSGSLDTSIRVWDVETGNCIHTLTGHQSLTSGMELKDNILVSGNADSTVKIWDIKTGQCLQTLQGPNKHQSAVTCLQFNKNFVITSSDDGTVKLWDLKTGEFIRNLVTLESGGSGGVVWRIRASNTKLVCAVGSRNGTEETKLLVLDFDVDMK
* hit, by the source's call; nt = not tested or not shown. Rows are unselected; overall some 3.5% were active at least once.

SMILES	GPR151 activ	TEAD-YAP block	MITF primary	FBW7 act
COc1cc(CNc2ccnc3c(-c4ccc(N)cc4)cnn23)cc(OC)c1OC	-0.4	4	-5	0.1
COc1cc2nc(-c3ccc(C(N)=O)cc3)nc(Nc3ccc(N4CCOCC4)cc3)c2cc1OC	-1.2	4	21	0.7
Nc1ccc(Nc2ccc([N+](=O)[O-])cc2)cc1	-0.6	-28	22	0.1
O=C(CN1CCN(Cc2ccc(F)cc2)C1=O)NCc1cccs1	-0.1	-2	-9	-0.2
CCOCCCNC(=O)C1CCN(C(=O)c2sccc2-n2cccc2)CC1	1.1	2	12	0.1
O=C(c1ccc(F)cc1F)N1CCN(c2ccc([N+](=O)[O-])cc2F)CC1	-1.2	-3	4	-0.2
CCc1cc([N+](=O)[O-])c(O)c(C(C)(C)C)c1	-1.0	-3	2	-0.2
O=C(CN1CCN(c2ccccc2)CC1)Nc1ccc(F)c(Cl)c1	1.8	-8	0	0.2
CN(Cc1ccccc1)c1ccnc2c(-c3ccc(O)cc3)cnn12	5.0*	73*	-7	-0.1
O=C(Cn1c2ccccc2c(=O)c2cc([N+](=O)[O-])ccc21)Nc1ccc(F)c(Cl)c1	0.8	-10	-15	0.1
CCOC(=O)c1ccc(N2C(=O)CC(NCCC3=CCCCC3)C2=O)cc1 (stereo not drawn)	-0.2	9	3	-0.1
O=C(COC(=O)c1cc2ccccc2cc1O)NC(=O)NCc1ccco1	-1.4	0	5	-0.2
CC1(C)Cc2cccc(C(=O)N3CCC(O)(c4ccc(Cl)cc4)CC3)c2O1	0.8	-11	-6	-0.3
Cn1cc(Cl)c(C(=O)NC2C3CC4CC(C3)CC2C4)n1 (stereo not drawn)	0.8	-10	5	-0.1
CCN1C(=O)C(C)(C)COc2cc(NC(=O)Nc3cc(OC)cc(OC)c3)ccc21	0.4	-4	2	0.2

Copied from the entries so far, 3 compounds:
SMILES	GPR151 activ	TEAD-YAP block	MITF primary	FBW7 act
CC1(C)Cc2cccc(C(=O)N3CCC(O)(c4ccc(Cl)cc4)CC3)c2O1	0.8	-11	-6	-0.3
Cn1cc(Cl)c(C(=O)NC2C3CC4CC(C3)CC2C4)n1 (stereo not drawn)	0.8	-10	5	-0.1
CCN1C(=O)C(C)(C)COc2cc(NC(=O)Nc3cc(OC)cc(OC)c3)ccc21	0.4	-4	2	0.2

More entries follow:
SMILES	GPR151 activ	TEAD-YAP block	MITF primary	FBW7 act
O=C(NCc1nc(-c2ccncc2)n[nH]1)C1(c2ccc(Cl)cc2Cl)CC1	-0.3	7	7	0.6
COc1ccc(C(=O)Nc2ccc(C#N)cc2)cc1S(=O)(=O)NC1CCCC1	1.9	14	-4	-0.2
NC(=O)c1ccc(-c2cc(NCc3ccccc3)nc(N)n2)cc1	-1.0	6	13	0.3
COc1cc(CN2CCN(S(=O)(=O)c3ccc(Cl)cc3)CC2)ccc1OCc1ccccc1	1.9	0	-17	-0.1
Cc1ccc2c(c1)c(=O)c1ccccc1n2CC(=O)Nc1cc(Oc2ccc(F)cc2F)cc([N+](=O)[O-])c1	-1.6	-7	2	-0.1
O=C1CC(c2ccccc2)CN1C(=O)c1cccc([N+](=O)[O-])c1 (stereo not drawn)	3.5	3	7	0.9
COc1ccc(NC(=O)CSc2nc(=O)n(CCCN(C)C)c3c2CCC3)cc1OC	-0.3	-4	5	0.3
O=C(NCCc1ccccc1)c1cc2ccccc2o1	1.0	-54	7	0.0
O=C(Nc1ccc([N+](=O)[O-])cc1Cl)c1cc2nc(-c3ccc(Cl)cc3)cc(C(F)(F)F)n2n1	-0.2	-1	-6	0.0
CC(C)CC(c1nnnn1CC1CCCO1)N1CCN(Cc2ccccc2)CC1 (stereo not drawn)	0.2	11	1	0.0
COc1ccccc1NC(=O)c1ccccc1NC(=O)c1ccccn1	-0.7	-2	16	0.1
CCCCCCCCCCCCCCNC(=O)C1CCCCC1	-3.2	nt	6	nt
COc1ccc(-c2cc(C(F)(F)F)n3ncc(C(=O)NCc4cccs4)c3n2)cc1	1.0	-1	-1	-0.2
Nc1cc(=O)[nH]c(SCC(=O)Nc2cccc([N+](=O)[O-])c2)n1	-1.6	5	4	-0.2
O=c1[nH]cc(S(=O)(=O)Nc2ccc(F)c(Cl)c2)c(=O)[nH]1	2.7	0	7	0.0
O=S(=O)(c1ccc(F)cc1F)N1CCCCC1	0.5	1	10	-0.1
Cc1ccc(OCC(=O)Nc2ccc(Cl)c(-c3nc4ccccc4o3)c2)c(C)c1	-0.9	-12	-6	0.0
COc1ccc(C(C)=O)cc1CSc1nc2c(sc(=S)n2-c2ccc(C)c(C)c2)c(=O)n1-c1ccccc1	-1.2	-11	2	0.1
CCc1ccc(/C=C(\C#N)C(=O)Nc2ccccc2C(=O)O)cc1	1.1	-49	9	0.2
O=C(CCCn1ncn2c(cc3occc32)c1=O)NCC1CCCO1 (stereo not drawn)	-1.0	-2	-16	0.3
COc1cc(CN2CCCC(N3CCOCC3)C2)cc(Cl)c1O (stereo not drawn)	3.9	4	18	0.1
COc1cc(Nc2nc(SCC(=O)N3CCN(c4ccccc4)CC3)nc3ccccc23)cc(OC)c1	-0.2	15	-7	-0.1
C[C@@H](O)[C@@H]1NC(=O)[C@H]2CN(Cc3ccc4ncccc4c3)CCN2C1=O	-0.1	8	-1	-0.3
O=C1NC(=O)/C(=C\c2c(OCc3ccc([N+](=O)[O-])cc3)ccc3ccccc23)N1	-1.2	-4	7	-0.1
Cc1cccc(OCc2nnc(SCC(=O)NC(C)(C)C)n2C)c1C	-0.3	-9	-11	-0.2
CCOc1ccccc1CNc1nc(-c2ccc(OC)c(OC)c2)no1	-1.5	-15	10	0.5
CSc1nc2ccc3nc(NC(=O)C4=COCCO4)sc3c2s1	0.8	-48	-2	-0.1
COc1ccc2nc(NC(=O)C3CCCCC3)sc2c1	-1.9	-67	-1	-0.2
O=C(NCc1cccc(C(F)(F)F)c1)c1csc(N2CCCC2CO)n1 (stereo not drawn)	-1.4	5	18	0.2
CCN(CC)c1ccc(C2C3=C(CCCC3=O)Nc3ccccc3N2C(=O)c2ccccc2)cc1 (stereo not drawn)	-1.5	28	15	0.2
CCN(CC)c1ncnc2sc(C(=O)NC3CCCCCC3)c(C)c12	0.8	-17	13	0.1
COc1cccc(Nc2nc(NCCN3CCOCC3)nc3c2cnn3C)c1	-1.3	-6	-8	-0.1
CCOC(=O)c1cnn(-c2ccccc2)c1NC(=O)c1ccccc1Cl	-0.5	7	-8	-0.2
COc1ccc(C(=O)N2CCN(C(=O)c3cc(OC)c(OC)c(OC)c3)CC2)cc1	2.2	-3	-4	-0.1
COc1ccc(OCC(=O)N2CCc3ccccc3C2)cc1	0.8	-7	15	0.2
COC(=O)C1=C(C)NC(=S)NC1c1ccc(OC)c(OC)c1 (stereo not drawn)	0.9	5	5	-0.2
O=C(NCCCN1CCOC(c2ccccc2)C1)c1ccc(F)c(F)c1 (stereo not drawn)	4.0	2	6	-0.1
O=C1CCCN1CCCn1c(SCc2c(F)cccc2Cl)nc2ccccc2c1=O	-0.5	1	5	-0.1
CCCCCOC(=O)C1=C(C)NC2=C(C(=O)CCC2)C1c1ccc(OC)c(OC)c1OC (stereo not drawn)	-0.7	3	-2	-0.1
Cn1cnn(CN2CCN(c3ccccc3O)CC2)c1=S	1.1	15	26	0.2
Cc1cnc(Nc2ccncn2)nc1NCCN1CCOCC1	0.8	-10	0	-0.1
OCCOCCN1CCN(C(=S)Nc2ccccc2)CC1	-0.4	6	6	1.0
CC1CCN(c2nc3c(c(=O)[nH]2)CN(Cc2cn[nH]c2-c2cccs2)CC3)CC1	-0.3	-2	-4	0.8
CC(C)CCNC(=O)C1CCN(C(=O)c2sccc2-n2cccc2)CC1	-0.5	5	14	0.6
COc1ccccc1-c1cc(=O)n(CC(=O)NCc2cccnc2)c2c1CCCC2	-0.2	-2	2	-0.2
O=C1c2cccc3cccc(c23)N1S(=O)(=O)c1cccs1	0.2	-6	12	-0.1
O=C(Nc1ccccc1)O/N=C/c1ccc([N+](=O)[O-])o1	1.2	-7	18	0.7
CC(Oc1ccccc1F)C(=O)Nc1cccc(-c2ccc(N3CCOCC3)nn2)c1 (stereo not drawn)	-1.5	42*	16	0.1
COc1ccc(CN2CC(C(=O)NCc3ccc4c(c3)OCO4)CC2=O)cc1 (stereo not drawn)	-0.4	2	-7	-0.1
COc1ccc(-n2c(=S)[nH]c3cc(C(=O)NCc4ccc(Cl)cc4)ccc3c2=O)cc1	-0.5	0	-2	0.0
CCCn1c(CCC(=O)NC(C)CCc2ccco2)nc2cccnc21 (stereo not drawn)	-0.3	-3	19	0.1
CC(C)NC(=O)CN1C(=O)COc2ccccc21	-1.3	-7	0	0.6
Cc1cc(C)cc(Oc2ccc(-c3cnc4ccccc4n3)cc2[N+](=O)[O-])c1	-0.9	4	6	0.2
CCOc1cc(C2NC(=O)NC(C)=C2C(=O)Nc2ccccc2C)ccc1O (stereo not drawn)	-0.6	7	-3	0.7
O=C(CCCn1c(=S)[nH]c2ccc(Br)cc2c1=O)NCCc1ccc(Cl)cc1	0.4	-2	-2	-0.2
CCCN(CCC)S(=O)(=O)c1ccc(C(=O)Nc2nc(-c3ccc(C)cc3)cs2)cc1	-0.7	-4	13	0.1
Cc1nc(NC(=O)CCC(=O)O)sc1C	0.0	-7	17	1.3
COc1cccc(/C=C2/C(=O)NC(=O)N(c3ccc(Cl)cc3)C2=O)c1OC	-1.1	0	2	0.0
COc1ccc(-c2cc(C(F)(F)F)n3ncc(C(=O)N4CCN(c5ccccc5)CC4)c3n2)cc1OC	-0.2	-11	-6	0.4
OC1(c2cccnc2)CCN(Cc2ccc3c(c2)CN(CCCC(F)(F)F)CCO3)CC1	-0.6	-3	-9	0.1

Rewritten in CSV form: three of the compounds above
SMILES,GPR151 activ,TEAD-YAP block,MITF primary,FBW7 act
CCCn1c(CCC(=O)NC(C)CCc2ccco2)nc2cccnc21 (stereo not drawn),-0.3,-3,19,0.1
CC(C)NC(=O)CN1C(=O)COc2ccccc21,-1.3,-7,0,0.6
Cc1cc(C)cc(Oc2ccc(-c3cnc4ccccc4n3)cc2[N+](=O)[O-])c1,-0.9,4,6,0.2

The listing picks up, starting 3 compounds before the break.
SMILES	GPR151 activ	TEAD-YAP block	MITF primary	FBW7 act
COc1cccc(/C=C2/C(=O)NC(=O)N(c3ccc(Cl)cc3)C2=O)c1OC	-1.1	0	2	0.0
COc1ccc(-c2cc(C(F)(F)F)n3ncc(C(=O)N4CCN(c5ccccc5)CC4)c3n2)cc1OC	-0.2	-11	-6	0.4
OC1(c2cccnc2)CCN(Cc2ccc3c(c2)CN(CCCC(F)(F)F)CCO3)CC1	-0.6	-3	-9	0.1
COc1ccc(C2(c3ccc(OC)cc3)C=Cc3c(ccc4cc(OC)ccc34)O2)cc1	1.0	-3	-5	0.3
O=C(/C=C/c1ccc(F)cc1)Nc1ccc2[nH]ncc2c1	-0.9	18	2	0.3
Oc1ccc2ccccc2c1CN1CCN(Cc2ccccc2)CC1	-0.9	-3	15	0.7
Cn1c(=O)c2c(nc3n(CCCO)c(C45CC6CC(CC(C6)C4)C5)cn23)n(C)c1=O	1.1	-6	-19	0.0
COc1ccc(N=Cc2c[nH]c3ccccc23)cc1	-1.3	5	12	1.0
O=C(NC1CCN(Cc2ccccc2)CC1)c1ccnc(-c2cccs2)c1	0.8	1	28	0.2
O=C(O)CSc1nnc(-c2ccccc2F)o1	0.7	1	7	0.3
O=C(Nc1ccccc1Br)c1cc(S(=O)(=O)NCc2ccc3c(c2)OCO3)ccc1F	0.1	-2	7	0.6
O=C1c2ccc([N+](=O)[O-])cc2C(=O)N1c1ccc(I)cc1	-1.2	4	7	2.2*
COc1ccc(CCNC(=O)Cc2cn(-c3ccc(Cl)nn3)c3ccccc23)cc1	3.5	9	9	0.1
COc1ccc(/C=N/Nc2nnc(C(C)(C)C)c(=O)[nH]2)cc1O	0.9	6	6	0.0
Cc1cccc(Cc2nnc(CCC(=O)N(C)Cc3cccs3)o2)c1	-0.3	-59	6	0.6
CCCCC(=O)O[C@H]1CC[C@H]2[C@@H]3CCc4cc(O)ccc4[C@H]3CC[C@]12C	-1.0	nt	11	1.0
O=C(CCC(=O)N(CC(=O)NC1CCCC1)c1cccc(F)c1)Nc1nccs1	0.3	6	10	-0.2
COc1ccc(NC(=O)CSc2ncnc3c2sc2ccccc23)c(OC)c1	1.5	-13	3	-0.1
Cc1noc(C)c1COC(=O)c1ccc(F)c(S(=O)(=O)N2CCCCC2)c1	-1.2	-6	10	0.4
COc1ccc(C(=O)Nc2nc(C(F)(F)F)c(-c3ccccn3)s2)cc1OC	0.0	-10	19	0.3
COc1ccc(NC(=O)C(c2cc3c(cc2[N+](=O)[O-])OCO3)N2CCN(C=O)CC2)cc1 (stereo not drawn)	-0.8	-9	5	-0.1
COC(=O)c1nc2n(n1)C(c1ccccc1Cl)C1=C(CCCC1=O)N2 (stereo not drawn)	-0.8	1	8	0.0
COc1ccc(-n2nc3c(c2NC(=O)c2ccc(Br)o2)CS(=O)C3)cc1 (stereo not drawn)	-0.4	6	24	0.0
O=C(Nc1ccc(S(=O)(=O)N2CCCC2)cc1)c1cc(Br)ccc1Cl	-0.9	5	-1	0.2
COCCCN1C(=O)C(=O)/C(=C(\O)c2ccccc2)C1c1cccc(F)c1 (stereo not drawn)	0.4	-10	-6	-0.4
COc1ccc(-c2nnn(CC(=O)Nc3ccc(OC)cc3OC)n2)cc1	-0.2	2	-9	0.0
